RGS4 inhibitor: Inhibitors of Regulator of G Protein Signaling (RGS) 4: qHTS | Regulator of G-protein signaling 4 (Homo sapiens), P49798 | Transcreener GDP fluorescence polarization, RGS4-accelerated GTP hydrolysis | Potency, µM (highest dose often 114 µM), without a hit: top-dose activity change, negative = inhibition, usual class: inhibitors | 390,000 tested, 0.039% active | AID 504845, 2011; also: potency is read from the fitted curve at half-maximal effect; % is scaled to controls: 0 for no effect and ±100 for the full control effect; nearly all actives have a fitted effect of over 75% in size; some results filed as inactive show a strong effect at the top dose
Target sequence (P49798 whole entry, looked up): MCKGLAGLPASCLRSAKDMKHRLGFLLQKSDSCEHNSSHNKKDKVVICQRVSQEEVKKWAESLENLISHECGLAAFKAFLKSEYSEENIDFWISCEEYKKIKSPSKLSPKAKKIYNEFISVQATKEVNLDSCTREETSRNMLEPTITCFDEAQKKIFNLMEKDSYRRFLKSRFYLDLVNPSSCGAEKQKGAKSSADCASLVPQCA
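MLSMR compounds (23 nl, pin-transferred) preincubated 10 min at room temperature with a 500nM (2x) first reagent, then RGS4 at 900nM (2x) plus Transcreener GDP mix added; fluorescence polarization (620/688 nm) read before and after 90 min at 30 °C.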
G9a block: qHTS Assay for Inhibitors of Histone Lysine Methyltransferase G9a | Histone-lysine N-methyltransferase EHMT2 (Homo sapiens), Q96KQ7 | G9a H3K9 monomethylation, AlphaScreen, 2 h | Potency, µM (top dose mostly 102 µM), for the others: top-dose activity, negative = inhibition, usual class: inhibitors | 350,000 tested, 8.8% active; also: potency is read from the fitted curve at half-maximal effect; % is scaled to controls: 0 for no effect and ±100 for the full control effect; nearly all actives have a fitted effect of over 75% in size
Target sequence (Q96KQ7 913-1193 limits assumed): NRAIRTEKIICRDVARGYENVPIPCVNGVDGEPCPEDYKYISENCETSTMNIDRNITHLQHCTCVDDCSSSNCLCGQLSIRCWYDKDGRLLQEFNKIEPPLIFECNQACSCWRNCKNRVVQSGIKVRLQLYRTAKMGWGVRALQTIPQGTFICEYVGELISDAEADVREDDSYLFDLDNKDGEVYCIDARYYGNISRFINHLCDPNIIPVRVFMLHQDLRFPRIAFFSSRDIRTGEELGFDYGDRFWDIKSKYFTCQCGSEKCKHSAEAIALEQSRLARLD
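Signal arises when biotinylated H3K9 peptide, once monomethylated, bridges streptavidin donor and antibody-captured acceptor beads. Enzyme at 20 nM was preincubated 15 min with test compounds; peptide 500 nM and SAM 20 uM then reacted for 2 h.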
PI4K2A inh: qHTS for small molecular inhibitors of PI4K2A; purified PI4K2A, ADP-Glo luminescence, 1 h; hits give low values; 420,000 tested, 0.13% active; activity change, negative = inhibition, % at 76.9 µM; AID 1346378, 2018; Phosphatidylinositol 4-kinase type 2-alpha (Homo sapiens), Q9BTU6; in the data active = activity change below about -50%; inconclusive = mostly about -30% to -49%;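 also: -100% = wells without enzyme as full effect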
Target sequence (Q9BTU6 whole entry, looked up): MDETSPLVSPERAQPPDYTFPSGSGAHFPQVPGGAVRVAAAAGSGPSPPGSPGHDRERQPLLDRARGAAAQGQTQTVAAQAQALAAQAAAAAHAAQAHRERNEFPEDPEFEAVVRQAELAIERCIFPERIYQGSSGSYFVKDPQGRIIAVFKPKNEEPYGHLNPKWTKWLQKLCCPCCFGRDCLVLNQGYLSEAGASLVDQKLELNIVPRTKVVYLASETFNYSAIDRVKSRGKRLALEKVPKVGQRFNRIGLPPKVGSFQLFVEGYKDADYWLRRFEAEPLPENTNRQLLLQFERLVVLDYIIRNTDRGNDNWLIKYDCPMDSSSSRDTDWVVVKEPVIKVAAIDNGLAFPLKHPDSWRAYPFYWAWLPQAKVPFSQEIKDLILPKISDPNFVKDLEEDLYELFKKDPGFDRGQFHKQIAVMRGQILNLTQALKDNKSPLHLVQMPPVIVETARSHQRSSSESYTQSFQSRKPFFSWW
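PI4K2A activity was measured by ADP-Glo luminescence: enzyme (4 ug/mL stock) and phosphatidylinositol (1.2 mM stock) in Tris pH 7.5/MgCl2/EGTA/Triton X-100 buffer were reacted with ATP (300 microM stock) for one hour at ambient temperature.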
GLS inhibitor: qHTS for Inhibitors of Glutaminase (GLS); Glutaminase kidney isoform, mitochondrial (Homo sapiens), O94925; GLS enzymatic activity, qHTS titration; Potency, µM (series often up to 45.5 µM), without a hit: at the highest dose activity change, negative = inhibition, hits mostly inhibitors; 410,000 tested, 0.21% active; also: potency is read from the fitted curve at half-maximal effect; % is scaled to controls: 0 for no effect and ±100 for the full control effect
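Read-out is an Amplex red fluorescence increase coupled through glutamate oxidase and HRP, measured before and after 30 min room-temperature incubation. hKGA is in 45 mM KH2PO4 (pH 8.2) with 0.02% Tween-20; glutamine added as 1mM solution.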
JMJD2A Tudor: qHTS Assay for Inhibitors of JMJD2A-Tudor Domain; Lysine-specific demethylase 4A (Homo sapiens), O75164; AlphaScreen JMJD2A-Tudor / H3K4me3 peptide binding; Potency, µM (doses to about 114 µM), inactives show top-dose activity change, negative = inhibition, hits mostly inhibitors; 390,000 tested, 4.4% active; AID 504339, 2011; also: potency is read from the fitted curve at half-maximal effect; % is scaled to controls: 0 for no effect and ±100 for the full control effect; nearly all actives have a fitted effect of over 50% in size
BAZ2B inh: qHTS Assay for Inhibitors of BAZ2B | 360,000 tested, 4.4% active | Bromodomain adjacent to zinc finger domain protein 2B (Homo sapiens), Q9UIF8 | AID 504333, 2011 | AlphaScreen BAZ2B-H3K14Ac peptide displacement | Potency, µM (doses to about 114 µM), inactives show at the highest dose activity change, negative = inhibition, hits mostly inhibitors; also: potency is read from the fitted curve at half-maximal effect; % is scaled to controls: 0 for no effect and ±100 for the full control effect; nearly all actives have a fitted effect of over 60% in size
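Protein-peptide AlphaScreen: BAZ2B 50 nM, b-H3K14Ac 50 nM, 1x PBS pH 7.4 + 0.01% Tween-20. Preincubation 30 min RT; cpd 30 min RT (top 110 uM); beads 20 min RT, light-protected.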
HP1b binding inh: HTS for Inhibitors of HP1-beta Chromodomain Interactions with Methylated Histone Tails; AlphaScreen HP1-beta / biotin-H3K9me3 peptide binding; Potency, µM (series often up to 114 µM), inactives show at the highest dose activity change, negative = inhibition, most hits filed as inhibitors; 390,000 tested, 0.56% active; AID 540317, 2011; also: potency is read from the fitted curve at half-maximal effect; nearly all actives have a fitted effect of over 70% in size; inactives centre near 23
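Compound inhibition of the preformed complex between 50 nM HP1-beta and 50 nM biotinylated H3K9me3 peptide was read by AlphaScreen. Buffer was PBS pH 7.4 with 0.01% Tween-20. Incubations ran 30 min at room temperature, with 10 ug/mL donor/acceptor beads.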
12-LOX inh: Primary qHTS assay for inhibitors of human arachidonate 12S-lipoxygenase (ALOX12): Round 2. Polyunsaturated fatty acid lipoxygenase ALOX12 (Homo sapiens), P18054. purified 12hLO, xylenol orange hydroperoxide absorbance. Potency, µM (highest dose often 108 µM), without a hit: at the highest dose activity change, negative = inhibition, usual class: inhibitors. 580,000 tested, 1.1% active; also: potency is read from the fitted curve at half-maximal effect; % is scaled to controls: 0 for no effect and ±100 for the full control effect
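Purified human 12hLO at 150 nM in 25 mM Hepes, 0.01% Triton X-100, pH 7.0, preincubated 15 min at room temperature with compound. Reaction started with 40 uM arachidonic acid, 30 min at room temperature. Hydroperoxide measured by Fe-xylenol orange, 573/405 nm absorbance ratio.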
ERG-DNA inh: qHTS for Small Molecule Inhibitors of the ERG Ets/DNA interaction. fluorescence polarization, His-ERG Ets domain / labelled DNA. 370,000 tested, 0.028% active. Potency, µM (series often up to 76.9 µM), inactives show at the highest dose FP activity, negative = inhibition, most hits filed as inhibitors. Transcriptional regulator ERG (Homo sapiens), P11308; active = well fitted inhibition curve with a large enough effect in the polarisation, with a control signal flat; inconclusive = small, poorly fitted or top-dose-only effect, or effect the other way, or a change in a side signal; inactive = no such curve, though single readings can be large or run the other way; the % refers to the polarisation;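 also: polarization taken with two DNA probes labelled with fluorescein and Texas red; potency is read from the fitted curve at half-maximal effect; % of control where 0% means no effect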
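His-tagged ERG Ets domain (1 uM in the protein solution; 300mM KCl, 50mM Tris-HCl, 1mM EDTA, 1mM DTT, pH 7.5) received compound, then a probe mix of 5 nM fluorescein-DNA and 100nM Texas-615-DNA. Fluorescence polarization was read for both dyes.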
Starred values were filed as active, the others as inactive; ? = inconclusive; nt = no result given; [ ] = another dose, or the depositor's remark. Unless noted, calls follow the shape of the dose curve; as a rule, active = well fitted curve in the direction sought with a large enough effect; inconclusive = small, poorly fitted or top-dose-only effect, or another doubt; inactive = no such curve, though single readings can be large; an effect the other way counts as inactive or inconclusive. This is a subset. The share of hits here may be higher or lower than overall.

No.	mol	RGS4 inhibitor	G9a block	PI4K2A inh	GLS inhibitor	JMJD2A Tudor	BAZ2B inh	HP1b binding inh	12-LOX inh	ERG-DNA inh
1	COC(=O)C(C(=O)OC)c1ccccc1[N+](=O)[O-]	4%	-32%[12.7 µM]	-4	7%	9%	-12%	29%	14%	-7%
2	CC1CN(C(=O)Nc2ccc(C(=O)NCc3cccc(F)c3)cc2)c2ccccc2S1 (stereo not drawn)	2%	11%[59 µM]	3	-2%	3%	2%	47%[activator]	0%	-7%
3	Cc1ccc(OS(=O)(=O)c2cn(C)c(=O)n(C)c2=O)cc1C	7%	12%[59 µM]	5	1%	-6%	0%	4%	9%	-3%
4	O=C(c1cnn(C(=O)c2ccccc2)c1)c1ccccc1O	8%	25%[59 µM]	-9	5%	0%	10%	40%[activator]	-19%	-1%
5	CCCn1c(-c2cccnc2Cl)nc2cc(Cl)c(Cl)cc21	16%	-30%[12.7 µM]	-4	11%	-1%	-1%	44%[activator]	19%	3%
6	Nc1nc2n(n1)C(c1cccs1)CC(c1ccc(F)cc1)N2 (stereo not drawn)	34%	-24%	2	22%	-21%	?	7%	-4%	-10%
7	COc1ccc(/C=N/Nc2nc(C)cc(-c3ccccc3)n2)c(OC)c1	-2%	-1%	1	2%	-10%	3%	32%	0%	-5%
8	CCOc1cc(N2CCOCC2)c(OCC)cc1NC(=O)c1cnccn1	5%	nt	2	-3%	-36%	nt	-7%	-5%	-13%
9	COc1cccc2cc(C(=O)Oc3ccc(NC(C)=O)cc3)c(=O)oc12	-3%	-17%[59 µM]	-1	1%	-31%	2%	21%	-3%	-8%
10	O=C(NC1CCCCC1)C(c1ccccc1)N(Cc1ccco1)C(=O)c1csnn1 (stereo not drawn)	-9%	-1%	3	-19%	0%	-6%	40%[activator]	-27%	-7%
11	O=C(O)CCCCCCNS(=O)(=O)c1ccccc1	-10%	21%	2	nt	8%	?	25%	-18%	-4%
12	Cc1nc(SCC(=O)Nc2ccc(S(=O)(=O)N3CCOCC3)cc2)c2c(C)c(C)sc2n1	-26%	nt	5	0%	1%	nt	52%[activator]	1%	15%
13	NC(=O)[C@@H]1CCCNc2c(I)cc([N+](=O)[O-])cc2C(=O)N[C@@H](CCC(=O)O)C(=O)N[C@@H](CO)C(=O)N1	-10%	35µM*	0	-1%	-6%	-5%	39%[activator]	nt	-3%
14	COc1ccc(OC)c(NC(=O)c2sc3nc4c(cc3c2N)CCCCCC4)c1	-10%	-28%[59 µM]	-5	-9%	-8%	1%	46%[activator]	-27%	1%
15	Cc1ccc(C(=O)NN=C2CCCCCC2)s1	4%	9%	-1	-4%	-12%	-8%	48%[activator]	22%	1%
16	COc1ccc(-c2cc3c(=O)n(CC(=O)NCCN4CCCC4)nc(C)n3n2)cc1	-12%	13%	-5	16%	-2%	-21%	39%	90%[activator]	-6%
17	COc1ccc(CCNC(=O)Cn2c(=O)nc(-c3ccccc3)c3cc(Cl)ccc32)cc1OC	19%	-1%[12.7 µM]	-5	-10%	4%	-13%	22%	-10%	-1%
18	O=C(N1CCCCC1)N1CCC(c2nc3ccccc3[nH]2)CC1	6%	nt	-1	-1%	-15%	-14%	29%	0%	-2%
19	O=C(NCCS(=O)(=O)c1ccc(Br)cc1)c1c(F)cccc1F	-15%	nt	-1	-10%	-14%	-3%	38%	8%	2%
20	C/C(=N\Nc1nc2ccccc2[nH]1)c1ccc2c(c1)OCO2	17%	?	-2	24%	40µM*	?	?	?	11%
21	N#CC(c1ccccc1)c1cnccn1 (stereo not drawn)	-4%	14%[2.33 µM]	1	3%	-5%	12%	73%[activator]	0%	3%
22	CC1C(=O)N2CCCc3cc(NC(=O)C4CC4)cc1c32 (stereo not drawn)	23%	-12%	-9	0%	-4%	13%	-3%	3%	2%
23	COc1ccc(-c2coc3c(C)c4oc(=O)c(CCC(=O)O)c(C)c4cc23)cc1	-21%	?	1	?	-27%	?	?	nt	-10%
24	O=C(CCc1nnc2n(Cc3ccccc3)c(=O)c3ccccc3n12)NCCN1CCOCC1	?	2%	0	4%	?	-35%	15%	173%[activator]	-6%
25	Cc1cc(C)nc(NC(=O)c2ccc(COc3ccccc3Cl)cc2)c1	3%	-6%	0	-3%	20%	6%	71%[activator]	-2%	-16%
26	Cc1ccc(NC(=O)CCC(=O)N/N=C/c2ccc(O)cc2)cc1	-14%	22%	1	7%	-3%	-1%	8%	5%	-7%
27	CC1CCCN(CC(O)COC(c2ccccc2)c2ccccc2)C1 (stereo not drawn)	9%	-6%	5	-11%	-1%	-15%	39%	-1%	2%
28	C/C(=N\OCC(=O)NCC(F)(F)F)c1cc2ccccc2o1	-9%	?	-2	-5%	-9%	-1%	18%	-4%	nt
29	CCOC(=O)/C(=C\c1c[nH]c2ccccc12)NC(C)=O	?	2%[59 µM]	-2	5%	-35%[57.1 µM]	-6%	?	6%	2%
30	C[C@H]1CN([C@@H](C)CO)C(=O)Cc2cc(NC(=O)Cc3cn(C)c4ccccc34)ccc2O[C@@H]1CN(C)S(=O)(=O)c1cn(C)cn1	3%	nt	-2	12%	-26%	nt	31%	6%	-1%
31	Cc1c(-c2nnc(SCC(=O)Nc3ccc(Br)cc3)o2)nnn1-c1ccc(F)cc1	3%	13%[59 µM]	-1	1%	-8%	-2%	23%[57 µM]	-11%	10%
32	O=C(CN1N=C(c2ccc(Cl)cc2)CCC1=O)NCCc1ccc(Cl)cc1	-3%	3%[59 µM]	-2	6%	-20%	-1%	24%	-21%	-3%
33	COc1ccc(OC)c(NS(=O)(=O)c2c(C)nc3sccn3c2=O)c1	-3%	11%	-6	24%	-24%	-9%	20%	3%	-4%
34	O=S(=O)(c1ccccc1)c1nc(-c2ccc(Cl)cc2Cl)oc1N1CCCCCC1	2%	?	3	-11%	?	?	-22%	-9%	-3%
35	O=C(NC(CC(=O)N1CCCC(C(F)(F)F)C1)c1ccccc1)c1ccccc1Cl (stereo not drawn)	16%	14%	-3	5%	4%	-7%	23%	-1%	-1%
36	Cc1ccc(NC(=O)CN2C(=O)CCn3nc(-c4cccn4C)cc32)cc1	-4%	-44%[59 µM]	-4	2%	-27%	?	2%[57 µM]	?	8%
37	Cc1ccc(N=C2CCCCCN2C)c(C#N)c1	15%	-21%[59 µM]	1	0%	-28%	60%[activator]	31%	?	3%
38	CCCCCC(O)CCC(=O)NNC1=CC(=O)CC(C)(C)C1 (stereo not drawn)	-15%	9%	0	?	-16%	1%	26%	0%	6%
39	Cc1ccc(NC(=O)COC(=O)C2CSC3(C)CCC(=O)N23)cc1S(=O)(=O)N1CCOCC1 (stereo not drawn)	18%	6%	-4	9%	-12%	-20%	25%	0%	7%
40	Cn1c(C(=O)N2CCc3ccccc3C2)cc2oc3ccccc3c21	-17%	?	14	-1%	79µM*	?	?	nt	1%
41	CSCCC(NS(=O)(=O)c1ccc(Cl)cc1)C(=O)OCC(=O)c1c(C)[nH]c2ccccc12 (stereo not drawn)	12%	?	0	7%	-32%	-32%	-9%	?	-11%
42	CN(CC(=O)NCCc1ccccn1)S(=O)(=O)c1ccc(Cl)cc1	-7%	-33%	3	-2%	4%	15%	54%[activator]	0%	-7%
43	Cc1cccc(-c2nnc(-c3cccc4ccccc34)o2)c1	-36%	nt	-3	60%[activator]	149%[activator]	nt	189%[activator]	-13%	-4%
44	CCOC(=O)C1(Cc2ccc(Cl)cc2)CCN(C(=O)c2cnc(C)cn2)CC1	34%	15%	-3	-2%	-11%	-17%	21%	-3%	8%
45	Cc1ccc(-n2nnnc2SCC(=O)c2c(N)n(C3CC3)c(=O)[nH]c2=O)cc1C	10%	13%[12.7 µM]	-2	11%	-15%	-16%	26%	42%[activator]	12%
